Source: PubChem BioAssay
hgDAF12 agonist = H. glycines DAF-12 receptor agonists, primary screen, cell-based, luminescence, HEK293, GAL4 fusion, UAS-luciferase; Nuclear hormone receptor DAF-12 (Heterodera glycines), GAL4 fusion; HEK293 GAL4-hgDAF12 UAS-luciferase reporter, agonist luminescence; normalized to butyrate control; activation, % at 6.8 µM; 1.8% of 370,000 active;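 active = activation above a cutoff set at the mean of all screened compounds plus 3 SD, cut at about 10% in these data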;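 note: 0% = DMSO wells and 100% = sodium butyrate wells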
ssDAF12 agonist = S. stercoralis DAF-12 nuclear receptor activators, primary screen, cell-based, luminescence, HEK293, GRIP1 co-expression, lit1-tk-luc | AID 652126, 2013 | HEK293 ssDAF-12/GRIP1 lit1-tk-luc reporter; % of 3 µM dafachronic acid response | activation, % at 6.8 µM | 1% of 370,000 active;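 active = activation above the mean over all tested compounds plus 3 SD, cut at about 0.9% in these data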;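 note: 0% = DMSO-only wells and 100% = 3 µM delta7-dafachronic acid wells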
ADAM10 inh = human ADAM10 inhibitors, primary screen, biochemical, QFRET, HTS; recombinant ADAM10, EDANS/DABCYL FRET peptide cleavage, 3 h; inhibition, % at 7 µM; AID 720582, 2013; 0.62% of 370,000 active;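 active = inhibition above a per-campaign cutoff equal to the mean of compounds falling between control-based bounds plus 3 SD, cut at about 20% in these data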;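 note: 0% = DMSO wells while the 100% control is not disclosed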
Target sequence (O14672 214-748 limits assumed): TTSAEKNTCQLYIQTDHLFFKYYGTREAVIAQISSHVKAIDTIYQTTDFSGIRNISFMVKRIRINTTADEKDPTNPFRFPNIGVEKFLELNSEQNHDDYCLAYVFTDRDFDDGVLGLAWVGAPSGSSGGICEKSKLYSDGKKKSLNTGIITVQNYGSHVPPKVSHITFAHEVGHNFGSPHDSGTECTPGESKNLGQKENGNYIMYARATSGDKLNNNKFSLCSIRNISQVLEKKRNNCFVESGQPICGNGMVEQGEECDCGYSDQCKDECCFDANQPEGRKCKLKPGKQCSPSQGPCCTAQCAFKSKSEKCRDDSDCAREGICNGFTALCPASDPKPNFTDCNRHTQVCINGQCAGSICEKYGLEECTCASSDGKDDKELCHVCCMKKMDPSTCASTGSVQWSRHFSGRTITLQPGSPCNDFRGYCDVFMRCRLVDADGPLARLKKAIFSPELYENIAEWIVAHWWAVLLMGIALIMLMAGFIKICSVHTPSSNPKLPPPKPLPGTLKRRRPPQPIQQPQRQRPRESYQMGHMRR
DAX1 inh-1 = DAX1 (NR0B1) inhibitors, primary screen, cell-based, HEK293, Gal4-DAX1, luciferase luminescence | AID 504766, 2011 | HEK293 Gal4-DAX1 luciferase reporter | Nuclear receptor subfamily 0 group B member 1 (Homo sapiens), P51843 | inhibition, % at 6.75 µM | 0.99% of 340,000 active;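 active = inhibition above the mean over all tested compounds plus 3 SD, cut at about 4.2% in these data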;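 note: 0% = DAX1-transfected cells with DMSO and 100% = empty-vector control cells with DMSO; inhibition shows as a rise in luminescence from relieved DAX1 repression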
Target sequence (P51843 207-470 limits assumed): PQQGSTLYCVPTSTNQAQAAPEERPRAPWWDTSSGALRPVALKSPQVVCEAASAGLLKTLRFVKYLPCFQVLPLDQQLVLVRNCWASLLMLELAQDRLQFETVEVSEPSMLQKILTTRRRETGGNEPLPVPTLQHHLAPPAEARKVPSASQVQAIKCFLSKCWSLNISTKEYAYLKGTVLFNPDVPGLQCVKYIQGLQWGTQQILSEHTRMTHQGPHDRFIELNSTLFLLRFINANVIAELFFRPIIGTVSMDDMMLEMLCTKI
DAX1 inh-2 = DAX1 (NR0B1) inhibitors on StAR promoter, primary screen, cell-based, luminescence, SF-1 (NR5A1), full-length DAX-1. HEK293T StAR-luciferase reporter, SF-1/DAX-1 repression relief. inhibition, % at 6.8 µM. 1.1% of 370,000 active. AID 652010, 2013;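 active = inhibition above the mean over all tested compounds plus 3 SD, cut at about 3.6% in these data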;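 note: 0% = DAX-1 cells with DMSO and 100% = cells lacking DAX-1 with DMSO; higher inhibition means more luminescence from relief of DAX-1 repression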
hcDAF-12 act = H. contortus DAF-12 nuclear receptor activators, primary screen, cell-based, luminescence, HEK293, lit1-tk-luc reporter; activation, % at 6.8 µM; HEK293 hcDAF-12 lit1-tk-luc reporter; 0% DMSO, 100% Δ7-dafachronic acid; 1.4% of 370,000 active;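 active = activation above the mean of all tested compounds plus 3 SD, cut at about 5.5% in these data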;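 note: 100% = response to 3 µM Δ7-dafachronic acid high control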
GC-A act = GC-A stimulated cGMP production enhancers – HEK293 GC-A cells, cGMP TR-FRET, EC30 ANP, primary screen; 0% at EC30 ANP, 100% saturating ANP; 0.14% of 370,000 active; AID 1671463, 2021; activation, % at 10 µM; Atrial natriuretic peptide receptor 1 (Homo sapiens), P16066; in the data active = activation above about 40%
NPR2 activator = human GC-B receptor activators, primary screen, HEK293 GC-B cells, cGMP TR-FRET, EC30 CNP. 0% at EC30 CNP, 100% saturating CNP. activation, % at 10 µM. 0.11% of 370,000 active;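 active = activation at 10 µM reaching about 35% in either raw or pattern-adjusted values, limit read from the data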
HGIII-sPLA2 inh = human group III sPLA2 inhibitors, primary screen, biochemical, QFRET, BODIPY PC-A2 liposome substrate. 0.56% of 370,000 active. inhibition, % at 12.2 µM. AID 743126, 2013. Group 3 secretory phospholipase A2 (Homo sapiens), Q9NZ20. QFRET BODIPY PC-A2 liposome hydrolysis, fluorescence;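 active = inhibition above mean plus 3 SD of compounds lying within the high and low control bounds, cut at about 19% in these data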;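 note: 0% = median of test compound wells and 100% = no enzyme DMSO wells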
FXN GAA850 act = FXN promoter activators, primary screen, cell-based, luciferase luminescence, HEK293 lucGAA850. HEK293 lucGAA850 FXN promoter luciferase reporter, 24 h; percent of 10 µM SAHA response. activation, % at 6 µM. 0.56% of 360,000 active;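 active = activation above the average of all compounds screened plus 3 SD, cutoff fixed separately per campaign, cut at about 7.5% in these data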;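 note: 0% = DMSO wells and 100% = 10 µM SAHA wells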
SMARCA2 act = SMARCA2 (BRM) function activators, primary screen, cell-based, luminescence, high throughput; MG213 cells, MMTV-luciferase reporter, dexamethasone, overnight; activation, % at 9.1 µM; 1% of 370,000 active; AID 652017, 2013; in the data active = activation above about 7.8%;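 note: 0% = vehicle wells and 100% = reference activator wells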
An asterisk follows results filed as active; · = not tested or not shown.

SMILES	hgDAF12 agonist	ssDAF12 agonist	ADAM10 inh	DAX1 inh-1	DAX1 inh-2	hcDAF-12 act	GC-A act	NPR2 activator	HGIII-sPLA2 inh	FXN GAA850 act	SMARCA2 act
Cc1ccc(S(=O)(=O)Oc2ccc(/C=C(/NC(=O)c3ccccc3)C(=O)O)cc2)cc1	-1.0	-0.4	4	-1.0	0.6	0.4	-2	-4	-15	2.1	-1
CCOC(=O)CNC(c1ccccc1)c1cc(Br)ccc1NC(=O)CCN1CCOCC1 (stereo unspecified)	0.6	-1.5	1	-0.5	-1.2	2.5	-27	-15	-13	3.1	0
COc1ccccc1N1CC(C(=O)OC(C)C(=O)Nc2ccc(F)cc2)CC1=O (stereo unspecified)	3.2	-0.3	-3	-0.4	-0.3	-1.5	0	-3	2	1.2	-2
O=C(Oc1cccc(-n2cnnn2)c1)c1sc2ccccc2c1Cl	4.3	-0.5	-1	0.0	0.6	-1.6	0	-7	9	-0.2	2
CCOC(=O)c1c(C)c(C(=O)NCCCN2CCCC2=O)c(C)n1CC	-2.2	-1.1	-9	-1.1	-0.2	-1.2	4	-1	-1	0.2	-3
CCOc1ccc(NC(=O)c2sc3nc4n(c(=O)c3c2C)CCC4)cc1	-2.7	-0.9	9	0.8	0.0	1.3	3	0	-1	0.8	-2
CC(C)(C)S(=O)(=O)/C(C#N)=C/c1sccc1C1OCCO1	-0.8	-1.8	-20	-0.3	0.0	1.5	4	2	10	1.9	-6
FCCCOc1ccc(-c2nccc(-c3ccccn3)n2)cc1	2.5	-1.1	-2	-0.5	-0.1	-0.5	-1	0	-7	-0.8	1
CC(C)Oc1ccc(S(=O)(=O)N2CCCCC2)cc1NC(=O)C1CSC2(C)CCC(=O)N12 (stereo unspecified)	0.7	-0.9	-26	0.9	0.0	-0.6	11	22	4	5.1	-4
CC(NC(=O)COC(=O)c1ccc(S(=O)(=O)N2CCOCC2)cc1)c1ccccc1 (stereo unspecified)	-1.1	-1.5	0	0.1	0.4	-0.7	3	-1	2	-0.6	-2
O=C(NCc1ccncc1)[C@@H]1CCCN1C(=O)[C@@H]1CCCN1C(=O)c1ccccc1Cl	-0.3	-0.6	18	·	-0.4	0.7	3	6	-2	·	-5
Nc1nnc(SCc2ccc(Cl)cc2)s1	2.2	-0.9	2	-1.1	0.2	-0.3	3	-6	3	-0.3	2
CC(=O)c1c(C)oc2ccc(NS(=O)(=O)c3ccccc3)cc12	-3.5	-1.2	-3	-1.6	-0.3	-0.8	-1	1	-9	-0.6	-3
C=CCc1c(C)nc(N2CCSCC2)[nH]c1=O	1.0	-1.3	4	4.3*	0.1	0.3	-1	3	2	0.0	-3
O=C(NC1CCN(c2ncccn2)CC1)c1cccc(F)c1	1.3	-1.8	-78	1.3	0.3	-0.2	2	-4	16	0.6	-1
COC(=O)/C=C1/SC(=Nc2ccc(C)cc2C)NC1=O	-0.2	-1.0	12	0.2	-0.2	-1.3	-1	-4	-1	0.5	0
CCCCN1C[C@H](C)[C@@H](CC(=O)Nc2ccccc2)C1=O	-0.2	-0.4	-16	0.5	0.4	-0.3	2	-1	10	0.1	-3
O=C(CSc1nnc(SCc2ccc(Cl)cc2)s1)N/N=C/c1ccc(Cl)cc1Cl	-1.7	-1.0	-7	-1.2	0.1	-2.1	-9	-2	8	0.3	-2
O=C(Nc1ccc(N2CCOCC2)cc1)C1CCN(S(=O)(=O)c2cccc(C(F)(F)F)c2)CC1	-1.1	-1.4	-9	-1.6	0.2	-1.6	0	-3	12	-0.5	-3
CCC(=O)Nc1cc(C)c(NC(=O)C23CC4CC(CC(C4)C2)C3)cn1	-0.3	-0.2	-5	0.3	-0.8	-1.7	5	2	-5	0.2	-1
CCC(C)[C@H](NC(=O)N1CCC(C)CC1)C(=O)O (stereo partly specified)	4.2	-0.3	2	-0.9	-0.6	-0.7	0	4	6	-1.4	0
CC(=O)c1ccc(NC(=O)CSc2nnc(-c3ccco3)o2)cc1	1.2	-1.0	-3	4.0	0.1	1.7	-3	-3	5	0.1	0
FC(F)(F)c1ccccc1Cc1c(-c2ccc(Cl)cc2)nc2ccc(Cl)cn12	12*	0.6	-9	·	4.8*	1.1	13	3	-28	·	6
Nc1c(-c2ccc(F)c(F)c2)nc2ncccn12	-2.4	-0.2	-18	·	-0.3	-0.7	-2	-2	1	·	-4
CCC(Sc1nccn1C)C(=O)Nc1ccc(Cl)cn1 (stereo unspecified)	0.6	-1.3	-9	0.9	0.5	-1.0	1	-6	-1	-0.2	1
SMILES	hgDAF12 agonist	ssDAF12 agonist	ADAM10 inh	DAX1 inh-1	DAX1 inh-2	hcDAF-12 act	GC-A act	NPR2 activator	HGIII-sPLA2 inh	FXN GAA850 act	SMARCA2 act
Nc1cccc2c1C(=O)N(C(=O)c1ccco1)C2=O	-0.7	-0.2	-102	0.9	-0.3	-1.2	1	-5	2	0.1	-1
COc1ccccc1CN(C)c1nnnn1-c1ccccc1	0.0	-2.6	-6	-1.0	-0.3	-2.5	-2	-3	-4	1.9	-2
O=C(Nc1cccnc1)c1ccc(COc2ccccc2Cl)o1	-2.4	-2.1	-4	-0.9	-1.1	-2.7	5	-2	-1	0.6	-3
O=C(NC1CCCC1)C(c1ccncc1)N(CC1CCCO1)C(=O)Cn1nnc(-c2cccs2)n1 (stereo unspecified)	-1.9	-0.3	1	0.2	-0.3	-2.4	3	-7	-9	0.3	-2
CCNc1nc(NCC)n2c(SCc3ccc(F)cc3)nnc2n1	-3.4	-1.6	0	-0.7	-0.8	-3.0	10	15	0	-0.6	2
CCOC(=O)C(=O)/C(=C\N(C)C)c1onc(-c2c(Cl)cccc2Cl)c1C(=O)OC	-0.1	-0.3	2	-0.6	-0.5	-0.8	2	2	-1	3.2	0
C=C(C)[C@@H]1C2=CC(C(=O)OC)=C(C[C@H](C(=C)C)[C@H]3O[C@H]3C3=C[C@H]1OC3=O)O2	-6.9	-1.9	-16	·	-2.6	-3.7	-22	-19	3	15*	5
Cc1ccnc(SCC(=O)c2ccc(Br)s2)n1	5.9	-1.2	-1	0.0	0.2	-0.2	1	-2	-35	1.8	2
CCn1c(SCC(=O)c2ccc(NS(=O)(=O)c3ccccc3)cc2)nnc1-c1cccs1	-2.3	-1.7	2	-0.6	-0.1	-0.9	0	3	-66	-4.2	-1
Cn1cc(SCC(=O)Nc2nccs2)c2ccccc21	20*	-0.2	-5	2.7	4.4*	2.3	3	4	-2	3.1	5
C/C(=N\NC(=S)Nc1ccccc1C)C1Cc2ccccc2C(=O)O1 (stereo unspecified)	7.7	-1.4	-4	-2.5	0.7	2.4	-4	-2	-2	2.3	4
CCOC(=O)c1sc(NC(=O)c2cc(-c3ccc(C)cc3)nc3ccccc23)c(C#N)c1C	-0.9	-0.8	-12	0.5	0.9	-0.2	14	8	6	0.7	-4
CCCCCCc1cc2cc(C(=O)Nc3cccc(OC)c3)c(=O)oc2cc1O	-1.9	-1.6	-11	-1.0	-0.9	0.7	4	13	-1	1.2	-2
Cc1ccc(C23CC4CC(CC(C(=O)OCC(=O)NC5CCS(=O)(=O)C5)(C4)C2)C3)cc1 (stereo unspecified)	-1.8	-0.2	-6	0.3	-0.4	-0.8	-2	1	10	0.4	-1
O=C(O)c1ccc(NC2OC[C@@H](O)[C@H](O)[C@H]2O)cc1 (stereo partly specified)	-0.3	-1.2	-13	0.0	-1.2	-2.5	0	1	-4	0.3	-2
CCOC(=O)c1ccc(NC(=S)NCc2ccc(S(N)(=O)=O)cc2)cc1	-0.2	-1.0	6	-0.2	-0.7	-2.6	2	7	-20	2.2	1
Cc1c(C)c(C)c(S(=O)(=O)N2CCC3(CC2)OCCO3)c(C)c1C	-0.8	-0.7	12	0.2	-1.1	-1.1	3	-1	-3	0.7	-1
CC(C)n1nnc2c(=O)oc3ccccc3c21	6.7	-1.3	-4	0.7	-0.2	3.2	6	0	-3	-0.1	-1
O=C(C1=C(O)C(=O)N(CCc2ccccc2)C1c1cccs1)c1ccco1 (stereo unspecified)	-0.6	-1.3	8	0.0	0.5	-1.7	5	-1	-3	-0.6	-2
Cn1c(=O)c2[nH]c(CSCc3ccccc3)nc2n(C)c1=O	-3.2	-1.3	-18	0.4	-1.5	0.2	1	0	13	1.2	-4
CCCn1cc(CN2CCC(n3nccc3NC(=O)c3ccc4c(c3)OCO4)CC2)c(C)n1	0.1	-1.4	-7	-0.4	0.0	-0.6	-3	6	2	-0.8	0
COCC(=O)N(C)C[C@@H]1Oc2cc(-c3ccc(F)cc3)ccc2S(=O)(=O)N([C@H](C)CO)C[C@H]1C	-4.3	-0.8	-5	0.1	1.4	-1.5	3	0	0	-0.8	3
COc1ccc(/C=C2\SC(=S)N(CC(=O)OCC(=O)Nc3ccc(C)cc3Cl)C2=O)cc1	1.3	-1.9	2	-0.4	-0.4	1.1	-1	-1	-1	-0.6	-4
O=C(Nc1nnc(-c2ccccc2)o1)c1cc(-c2cccs2)nc2ccccc12	3.7	-1.1	-141	-0.5	-0.1	0.2	-3	-3	3	-0.1	-4
Cc1ccsc1/C=C(\C#N)C(=O)NCCCN1CCOCC1	-0.1	-1.9	-8	3.1	-0.3	0.5	1	2	-8	-0.1	-2
Cc1ccc(S(=O)(=O)NCCc2ccncc2)cc1[N+](=O)[O-]	-3.8	-1.5	3	0.9	0.1	-1.4	1	-1	5	2.4	-3
COCCn1nnnc1C(c1cc(OC)ccc1OC)N1CCc2ccccc2C1 (stereo unspecified)	2.0	-1.1	0	0.2	0.7	-1.1	-7	-8	2	-1.6	1
C=C(C)C(=O)Nc1cccc(C2=NOC3(C2)C[C@@H](C(N)=O)N(C(=O)CC(c2ccccc2)c2ccccc2)C3)c1 (stereo partly specified)	-0.6	-1.5	4	-1.2	-0.8	-0.5	1	2	-20	0.2	1
O=C1[C@@H]2Cc3c([nH]c4ccccc34)CN2C(=O)CN1CCCO	-0.1	-1.2	4	0.2	-0.4	-2.1	-1	5	-3	-0.5	0

Some entries already given, limited to SMARCA2 act, DAX1 inh-2 and GC-A act.
canonical_smiles,SMARCA2 act,DAX1 inh-2,GC-A act
Cc1ccnc(SCC(=O)c2ccc(Br)s2)n1,2,0.2,1
CCOC(=O)c1sc(NC(=O)c2cc(-c3ccc(C)cc3)nc3ccccc23)c(C#N)c1C,-4,0.9,14
